TEAD-YAP block: TEAD-YAP interaction inhibition. AID 1259422. HEK-TIYL cells, TEAD-Gal4/YAP UAS-luciferase luminescence. inhibition, % at 9.12 µM. hit rate 1.4% among 640,000; in the data active = inhibition above about 32%;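 also: 0% = median of test compound wells and 100% = reference inhibitor wells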
FBW7 act: human FBW7 E3 ligase activation, primary screen | hit rate 0.13% among 650,000 | Q969H0 | normalized activity (activation), % at 26.1 µM | AlphaScreen FBW7–phospho-cyclin E peptide binding, activator screen | AID 1259310; in the data active = normalized activity above about 1.9%;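 also: purified mutant Fbw7 with reduced substrate affinity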
GPR151 activ: activators of human GPR151; Q8TDV0; PathHunter beta-arrestin GPR151 cells, luminescence; activation, % at 11.2 µM; hit rate 1% among 650,000; AID 1508602; in the data active = activation above about 4.9%;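 also: 0% = median of compound wells and 100% = cells with positive control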
Target sequence (Q8TDV0 whole entry, looked up): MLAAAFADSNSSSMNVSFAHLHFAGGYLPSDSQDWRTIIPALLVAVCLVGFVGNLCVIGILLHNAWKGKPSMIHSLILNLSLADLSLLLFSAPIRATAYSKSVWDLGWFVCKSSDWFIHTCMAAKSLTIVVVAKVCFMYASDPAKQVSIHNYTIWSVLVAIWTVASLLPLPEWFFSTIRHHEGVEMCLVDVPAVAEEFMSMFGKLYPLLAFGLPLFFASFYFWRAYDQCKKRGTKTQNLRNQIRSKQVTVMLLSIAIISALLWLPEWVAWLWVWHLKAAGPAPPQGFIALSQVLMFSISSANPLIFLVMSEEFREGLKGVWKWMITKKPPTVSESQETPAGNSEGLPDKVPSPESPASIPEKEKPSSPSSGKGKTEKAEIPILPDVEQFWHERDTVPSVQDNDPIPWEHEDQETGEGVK
MITF primary: human MITF inhibition, primary screen. O75030. AlphaScreen MITF homodimerization, bead proximity signal. inhibition, % at 2.6 µM. hit rate 0.91% among 650,000. AID 1259374; in the data active = inhibition above about 50%;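 also: 0% = vehicle wells with protein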
Target sequence (O75030 whole entry, looked up): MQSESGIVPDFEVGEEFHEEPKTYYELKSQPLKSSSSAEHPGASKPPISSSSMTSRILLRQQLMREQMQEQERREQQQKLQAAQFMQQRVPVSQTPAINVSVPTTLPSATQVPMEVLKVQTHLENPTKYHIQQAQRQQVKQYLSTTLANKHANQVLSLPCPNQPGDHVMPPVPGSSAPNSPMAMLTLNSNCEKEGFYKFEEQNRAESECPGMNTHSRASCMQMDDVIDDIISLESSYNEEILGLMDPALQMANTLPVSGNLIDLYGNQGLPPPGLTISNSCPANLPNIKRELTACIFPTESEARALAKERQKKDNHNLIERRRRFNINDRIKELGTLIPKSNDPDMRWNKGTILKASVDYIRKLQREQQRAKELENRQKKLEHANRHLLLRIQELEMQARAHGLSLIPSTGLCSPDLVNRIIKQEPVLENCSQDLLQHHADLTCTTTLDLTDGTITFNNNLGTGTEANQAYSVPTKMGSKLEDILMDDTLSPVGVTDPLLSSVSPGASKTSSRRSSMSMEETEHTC
Numbers without * were called inactive; nt = no result given; & = joins results of further samples.

SMILES	TEAD-YAP block	FBW7 act	GPR151 activ	MITF primary
CONC(=O)c1cnc2scc(C(C)(C)C)n2c1=O	-9	-0.5	-0.4	-9
CSc1cccc(NC(=O)CN(C)S(=O)(=O)c2ccc3c(c2)C(C)(C)C(=O)N3C)c1	-3	-0.2	1.7	2
COc1ccc(-c2cnc3c(N4CCOCC4)nccn23)cc1	-44	0.7	0.4	7
CCC(C)(C)NC(=O)Cn1c(-c2ccc(C)cc2)noc1=O	-9	-0.2	-0.4	-8
Cc1ccccc1C1=N/C(=C\c2ccc(N(C)C)cc2)C(=O)O1	4	-0.1	-0.2	2
COc1ccc(S(=O)(=O)NCCc2c(C)[nH]c3ccccc23)cc1OC	-1	0.1	1.0	-8
CC1(C)CC2CC(C)(CN2Cc2ccc(C(=O)NCc3ccc4c(c3)OCO4)c(=O)[nH]2)C1 (stereo not drawn)	5	0.2	-1.0	15
O=C1c2ccccc2C(=O)N1c1n[nH]c(-c2cccnc2)n1	9	0.1	-0.4	16
COc1ccc(C(=O)C[N+]2=C(N)CCC2)cc1	-25	-0.2	-0.2	2
CC(C)Cc1nc(SC(C)C(=O)O)c2c(=O)n(C)c(=O)n(C)c2n1 (stereo not drawn)	2	0.0	1.0	3
Cc1cc2ccccc2n2c(=O)n(CC(=O)N3CCOCC3)nc12	10	0.1	2.1	4
CCOc1cc2c(cc1C=O)OC(C)C2 (stereo not drawn)	8	-0.1	1.1	6
O=C(Nc1ccnn1C1CCN(Cc2cccc(Oc3ccccc3)c2)CC1)C1CC1	8	0.0	0.3	0
CN(Cc1ccccc1)c1nc2c(c(=O)n(C)c(=O)n2C)n1CC(O)COc1ccc(Cl)cc1 (stereo not drawn)	-1	-0.1	2.6	3
O=C(O)C1C(C(=O)Nc2ccccc2)C2(c3ccccc3)C(=O)C1(c1ccccc1)C(c1ccccc1)=C2c1ccccc1 (stereo not drawn)	7	0.1	0.7	10
COc1cccc(C(=O)NCCS(=O)(=O)NCc2ccc(F)cc2)c1	7	0.0	0.9	-1
CCc1cc2c(cc(C(=O)OC)n2CC(C)=O)s1	8	0.0	-0.5	3
COC(=O)c1cc(S(=O)(=O)NCc2ccccc2)ccc1O	-2	0.5	0.7	27
Cc1nc2c(c(=O)[nH]1)CN(Cc1cccc3cccnc13)CC2	-13	0.2	-0.3	9
COCCNC(=O)c1ccc(N2CC3CC(C2)c2cccc(=O)n2C3)c(NC(=O)c2cccc(C(F)(F)F)c2)c1 (stereo not drawn)	-15	-0.2	0.6	-8
O=C(c1ccccc1F)N(Cc1ccccc1)C1CCS(=O)(=O)C1 (stereo not drawn)	-6	-0.1	1.7	13
CCOC(=O)c1cc2c(=O)n3ccccc3nc2n(C(C)C)c1=NC(=O)c1ccc(F)cc1	-11	0.2	-3.4	15
O=C(CCCC(=O)c1ccccc1)NCc1ccccc1	4	0.7	0.1	16
COC(=O)CSc1nnc(CNC(=O)c2ccc(OC)c(OC)c2)n1C	-5	0.1	-0.1	8
O=C(Nc1ccccc1Br)/C(=C\c1ccccc1F)NC(=O)c1ccc(Br)cc1	4	-0.2	-0.4	10
C[C@]12C=CC(=O)C=C1CC[C@@H]1[C@@H]2C(=O)C[C@@]2(C)[C@H]1CC[C@]2(O)C(=O)CO	nt	-0.2	-2.9	-21
O=C(COc1ccc(I)cc1)Nc1cc(C(=O)O)cc(C(=O)O)c1	2	0.1	-0.8	-24
CC(NC(=O)CNS(=O)(=O)c1ccccc1C#N)c1ccccc1 (stereo not drawn)	1	0.0	-0.1	17
Cc1cc(=O)oc(C)c1C(=O)NCc1ccc(F)cc1	5	-0.2	1.7	-4
NC(=O)Cn1c(SC2CCCCC2)nc2ccccc21	7	-0.1	-1.0	16
O=C1CSc2ccccc2N1Cc1ccc(F)cc1	5	0.3	0.0	3
Cc1ccc2nc(C(F)(F)F)c(C(=O)NCC(F)(F)F)n2c1	8	0.1	0.2	15
Cc1cccc(NC(=O)CN2C(=O)CCSc3ccccc32)c1	-7	-0.2	1.3	5
c1ccc(CCn2nnnc2C(c2cccnc2)N2CCOCC2)cc1 (stereo not drawn)	-21	0.6	1.1	-11
C=CCNC(=S)Nc1ccc(C)cc1	0&-7	0.7&-0.1	-1.0&-1.6	11&11
C=CCN(C(=O)c1ccc(N2CC3CC(C2)c2cccc(=O)n2C3)c(NC(=O)c2cc(OC)ccc2Br)c1)c1ccccc1 (stereo not drawn)	-22	0.5	1.1	13
CCCN(CCC)C(=O)COc1cc(=O)n(CC)c2ccccc12	-18	-0.1	-0.2	14
NC(=O)CC1Nc2cccc3cccc(c23)NC1=O (stereo not drawn)	5	-0.2	-1.1	5
O=C1NCCc2c1[nH]c1ccc([N+](=O)[O-])cc21	13	0.1	-0.7	7
CSc1nc(N)nc(SCC(=O)Nc2ccc(Cl)cc2)c1C#N	3	-0.2	11*	-7
C=CCNC(=O)CSc1nnc2c3cc(CC)ccc3n(C)c2n1	6	-0.2	-0.9	13
CCn1c(COc2ccccc2)nnc1Sc1ccc([N+](=O)[O-])cc1C=O	60*	0.0	8.4*	18
Cc1[nH]n(-c2ccc3ccccc3c2)c(=O)c1C1=c2cc(Cl)ccc2=NC1=O	17	-1.0	-0.3	11
CCc1ccccc1N(CC(=O)N1CCCCC1)S(=O)(=O)c1ccccc1	2	0.0	1.0	1
COc1cc(OC)c(NS(=O)(=O)c2cc(C(=O)O)c(Cl)cc2Cl)cc1Cl	-2	-0.2	4.4	10
O=C1CCCC/C1=C/Nc1ccc(Cl)cn1	-47	-0.1	1.4	8
O=C1O/C(=C/C=C2/OC(=O)c3ccccc32)c2ccccc21	14	0.0	-0.5	-4
COc1cc(C(=O)NNC(=S)NCC2CCCO2)cc(OC)c1OC (stereo not drawn)	-2	0.1	0.8	6
Cc1ccc(C2CC(C(F)(F)F)n3nc(C(=O)Nc4ccc(C)cc4C)cc3N2)cc1 (stereo not drawn)	-4	-0.1	-0.7	16
Fc1ccc(-c2cnc(NC3CC3)nc2)cc1	9	0.1	-6.2	0
Fc1ccc(N2CCN(Cc3cccs3)CC2)cc1	6	0.0	-0.1	49
Cc1cc(/N=C/C=C2\N(C)c3ccccc3C2(C)C)n(CCC#N)n1	-1	-0.1	0.5	9
O=C(c1n[nH]c2c1CCC2)N1CCn2c(CO)nnc2C1	3	1.3	-1.3	8
N#Cc1c(-c2ccccc2)cc(N2CCN(Cc3ccc(Cl)cc3)CC2)n2c1nc1ccccc12	0	-0.1	0.7	-9
CC(=O)c1ccc(N2CCN(S(=O)(=O)c3ccc4c(c3)CC(=O)N4)CC2)cc1	4	0.0	-0.3	-1
CC(=O)c1ccc(NC(=O)CSc2nnc(SCC(=O)Nc3ccc(C(C)=O)cc3)s2)cc1	3	0.0	0.9	9
COc1ccccc1C(=O)Nn1c(-c2cccc(Cl)c2)nc2ccccc2c1=O	-7	0.0	-0.7	-11
CC1(C)CC(=O)C2=C(C1)Nc1nc(C(F)(F)F)nn1C2c1ccccc1F (stereo not drawn)	12	0.0	-0.1	5
CCCN(CCC)CCCNc1ccc(C(=O)Nc2ccc(C)c(F)c2)cc1[N+](=O)[O-]	-10	-0.2	-0.8	10
COc1cccc(-c2ccccc2NC(=O)C2CCN(C3CCSCC3)CC2)c1	-3	-0.1	0.2	0

(further entries)
SMILES	TEAD-YAP block	FBW7 act	GPR151 activ	MITF primary
Cc1ccc(C(=O)NCc2nc3ccccc3[nH]2)cc1	4	0.0	-0.8	12
COc1ccc(/C=C(\C#N)S(=O)(=O)c2ccccc2)cc1CN1CCOCC1	11	-0.2	3.9	13
CCC1CCCCN1CCCNC(=O)CCNC(=O)Cn1ccc2ccccc2c1=O (stereo not drawn)	-4	-0.2	-0.4	2
Cc1cc(C)nc(SCc2c(C(=O)NCc3ccc(F)cc3)nnn2-c2ccccc2)n1	2	-0.2	-1.4	-1
CCS(=O)(=O)c1ccsc1S(=O)(=O)CC	11	0.8	1.0	21
O=C(Cn1nc(-c2ccc3c(c2)OCCO3)ccc1=O)NCC1CCCO1 (stereo not drawn)	4	-0.1	0.4	-3
CCN1CCN(CC(=O)c2ccc(OC(F)F)cc2)CC1	-1	0.2	0.5	78*
CCOC(=O)C1C(=O)Oc2ccccc2C1c1ccccc1 (stereo not drawn)	0	-0.2	-0.2	6
CCCCN1CC(COc2ccccc2)OC1=O (stereo not drawn)	-1	0.0	2.2	-4
CCOC(=O)C1=C(C)Nc2nc(-c3cc(OC)cc(OC)c3)nn2C1c1ccc(OC)cc1 (stereo not drawn)	1	0.0	1.3	9
COC(=O)C1=C(N)N(c2cccc(Cl)c2C)C2=C(C(=O)CC(C)(C)C2)C1c1cccnc1 (stereo not drawn)	-15	0.0	1.4	4
O=C(c1ccccc1)c1ccc(N2CCCC2)c([N+](=O)[O-])c1	-37	-0.4	2.1	15
CC(C)(O)C#C/C=C(\Sc1ccccc1)C(C)(C)O	6	-0.1	-0.2	2
CCc1ccc(N2CC(=O)N(C)C2=S)cc1	-5	-0.3	0.3	-9
COc1cc2c(cc1NC(=O)c1ccccc1Cl)oc1ccccc12	-41	0.1	0.2	-14
O=C(CC1C(=O)NCCN1Cc1ccoc1)NCCc1cscn1 (stereo not drawn)	1	0.2	0.7	-1
COc1ccc(Cl)cc1C(=O)On1c(-c2ccc(Br)cc2)nc2ccccc2c1=O	7	3.2*	-0.3	7
COc1ccc(NC(=S)Nc2cc(C)cc(C)n2)cc1OC	-12	0.1	1.3	23
Cc1ccc(Cl)cc1NC(=O)c1cnc2scc(C)n2c1=O	12	0.1	1.6	3
C=CCn1c(SCC(=O)OCC)nnc1-c1ccc(Br)cc1	7	0.1	0.3	-5

5 structures already listed, sorted by SMILES length, ascending.
SMILES	TEAD-YAP block	FBW7 act	GPR151 activ	MITF primary
CCc1ccc(N2CC(=O)N(C)C2=S)cc1	-5	-0.3	0.3	-9
CCS(=O)(=O)c1ccsc1S(=O)(=O)CC	11	0.8	1.0	21
CCN1CCN(CC(=O)c2ccc(OC(F)F)cc2)CC1	-1	0.2	0.5	78*
C=CCn1c(SCC(=O)OCC)nnc1-c1ccc(Br)cc1	7	0.1	0.3	-5
COc1ccc(Cl)cc1C(=O)On1c(-c2ccc(Br)cc2)nc2ccccc2c1=O	7	3.2*	-0.3	7

(continued)
| SMILES | TEAD-YAP block | FBW7 act | GPR151 activ | MITF primary |
| --- | --- | --- | --- | --- |
| CCCCOc1ccc(C(=O)NCCCCCC(=O)OCC)cc1 | 13 | 0.0 | -1.1 | -6 |
| COC(=O)CN(C(=S)Nc1ccc(F)cc1)C1CC(=O)N(c2ccccc2)C1=O (stereo not drawn) | 5 | 0.5 | 0.1 | 12 |
| CC(C)Oc1ccc(CON2C(=O)c3ccccc3C2=O)cc1Cl | 3 | 0.1 | -0.7 | -1 |
| Cc1nc2ccc(C(=O)N3CCC[C@@H]4CN(CCC(C)C)CC[C@H]43)cc2[nH]1 | 3 | 0.4 | 0.1 | 2 |
| CCN(CC)c1ccc(NC(=S)NCCO)c(C)c1 | 6 | 0.2 | -0.3 | 6 |
| CC(C)(C)n1nnnc1CN1CCC(NC(=O)c2ccc(Br)cc2)CC1 | -5 | -0.1 | -0.3 | -4 |
| CCCn1c(=O)c2ccc(C(=O)NC3CCCCC3)cc2n2c(SCC(=O)NC(C)C)nnc12 | 2 | 0.1 | 1.2 | -6 |
| CS(=O)(=O)Nc1cccc(-c2ccnc(Nc3cccc(S(N)(=O)=O)c3)n2)c1 | 91* | 0.0 | 4.4 | 7 |
| Cc1cc(C(=O)N/N=C\c2ccccn2)c(C)o1 | -20 | -0.1 | -1.6 | 18 |
| N#Cc1ccc(C(=O)CN2CCN(c3ccccc3)CC2)cc1 | 9 | 0.1 | -1.7 | 6 |
| COc1cc(/C=C(\C#N)C(=O)Nc2cccc(Cl)c2C)ccc1O | 2 | 0.1 | -0.7 | -3 |
| CCCCC(=O)N1c2ccccc2NC2=C(C(=O)CCC2)C1c1ccccc1Cl (stereo not drawn) | 0 | 0.1 | 0.6 | 20 |
| COc1ccc(N2CCN(C(=O)c3csc4c3CCCC4)CC2)cc1 | 3 | -0.3 | 1.1 | 0 |
| Cc1cc(N2CCC(C(=O)Nc3ccccc3F)CC2)nc(N)n1 | 7 | 0.0 | 0.4 | -2 |
| Oc1ccc(/C=N/n2c(-c3cccs3)csc2=NCc2cccnc2)cc1 | 15 | -0.3 | 3.0 | 6 |
| COc1cccc(C(C(=O)NC(C)(C)C)N(Cc2ccccc2)C(=O)c2csnn2)c1 (stereo not drawn) | 7 | 0.0 | 0.7 | -10 |
| Cc1nnc(SCC(=O)NNC(=O)COc2ccc(Cl)cc2)s1 | 12 | -0.1 | -0.7 | 4 |
| CC(=O)Nc1nc(C2CC2)cc(-c2ccccc2)c1C#N | -10 | 0.1 | -1.1 | 4 |
| O=C(Nc1nnc(-c2ccco2)o1)c1cc(=O)c2ccccc2o1 | 3 | 0.1 | -0.1 | 8 |
| COc1ccc(CCNC(=O)CSc2cc(=O)[nH]c(N)n2)cc1OC | 17 | -0.1 | 0.7 | 1 |
| CCOC(=O)c1c(NC(=O)CSc2nnc(CNC(=O)c3ccco3)n2-c2ccc(OCC)cc2)sc2c1CCCC2 | -4 | 0.4 | 0.2 | 3 |
| CNc1ccccc1C(=O)OCc1ccc([N+](=O)[O-])cc1 | -16 | -0.2 | -1.4 | -6 |
| COc1ccc(O)c(/C=C(\C#N)C(N)=O)c1 | -1 | 0.1 | 0.6 | -8 |

Source: PubChem BioAssay
